# Screening data as filed in PubChem.
# M1 PAM = human M1 muscarinic receptor positive allosteric modulators, primary screen, CHO-K1 cells, Fluo-8 calcium fluorescence, 1536-well. Muscarinic acetylcholine receptor M1 (Homo sapiens), P11229. CHO-K1 hM1, ACh EC20; 0% = ACh EC20, 100% = maximal ACh. activation, % at 3 µM. 0.088% of 360,000 active; in the data active = activation above about 19%, passing the limit was not always enough
# Target sequence (P11229 whole entry, looked up): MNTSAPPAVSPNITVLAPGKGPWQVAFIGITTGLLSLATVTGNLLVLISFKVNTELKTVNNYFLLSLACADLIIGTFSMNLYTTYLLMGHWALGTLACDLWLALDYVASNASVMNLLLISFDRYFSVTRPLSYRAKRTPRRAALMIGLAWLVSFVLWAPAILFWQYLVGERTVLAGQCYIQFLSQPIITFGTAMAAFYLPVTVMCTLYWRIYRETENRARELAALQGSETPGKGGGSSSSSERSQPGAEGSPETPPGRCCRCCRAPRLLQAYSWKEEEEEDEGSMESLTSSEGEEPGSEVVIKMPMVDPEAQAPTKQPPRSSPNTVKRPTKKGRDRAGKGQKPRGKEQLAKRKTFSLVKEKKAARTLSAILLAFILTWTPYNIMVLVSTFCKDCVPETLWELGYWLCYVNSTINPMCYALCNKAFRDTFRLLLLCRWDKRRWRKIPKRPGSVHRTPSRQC
# CHO parental Ca = ATP-evoked calcium signal inhibitors, parental CHO, primary screen, counter-screen for OX1R antagonist project, cell-based, fluorescence, Fluo-8 calcium dye | parental CHO-K1, ATP-induced calcium, Fluo-8 fluorescence | inhibition, % at 5.6 µM | 0.63% of 330,000 active | AID 463079, 2010;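 active = inhibition above that plate's mean sample inhibition plus 3 SD, cut at about 26% in these data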;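 also: 0% = ATP-challenged DMSO wells and 100% = DMSO wells without ATP; some compounds past the cut are filed as inactive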
#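 Assay system – parental CHO cells · Reagent – ATP stimulus · Detection – intracellular calcium via Fluo-8 no-wash fluorescent dye · Evaluation – percent inhibition of ATP-evoked calcium rise, normalized to controls · Controls – ATP wells versus no-ATP DMSO wells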
# CHRM1 agonist = human M1 muscarinic receptor agonists, primary screen, Fluo-8 calcium fluorescence, CHO-K1 cells, HTS. AID 588814, 2011. CHO-K1 hM1, agonist mode; 0% DMSO, 100% acetylcholine EC100. 0.33% of 360,000 active. activation, % at 3 µM. Muscarinic acetylcholine receptor M1 (Homo sapiens), P11229;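 active = activation above the run's mean compound activation plus 3 SD, cut at about 16% in these data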;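 also: peak over basal fluorescence ratio within a 140 s kinetic read after compound addition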
# OXTR potentiator = human OXTR potentiators, primary screen, fluorescence, CHO-OTR cells, Fluo-8 calcium; Oxytocin receptor (Homo sapiens), P30559; 0.061% of 320,000 active; Fluo-8 calcium fluorescence, potentiator mode; 0% = oxytocin EC15, 100% = EC100; activation, % at 3 µM; AID 2445, 2010;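 active = activation above that plate's cutoff, the mean activation of tested compounds plus 3 SD, cut at about 6.6% in these data, passing the limit was not always enough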;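 also: 100% uses oxytocin at 75 nM as the full agonist control; some results filed as inactive read as strong as hits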
#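 test system = CHO-OTR cells, human receptor | compound = single-point 3.0 µM | schedule = 6 min compound pre-incubation at room temperature, 100 s kinetic read | signal = Fluo-8 no-wash calcium dye fluorescence, excitation 470-495 nm, emission 515-575 nm | repeats = single well per compound, singlicate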
# CHO-K1 Ca antag = nonselective inhibitor or artifact in parental CHO-K1 cells; ATP-induced calcium, Fluo-8 fluorescence; inhibition, % at 3 µM; 0.6% of 360,000 active; AID 602250;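 active = inhibition above a per-plate cutoff, the plate's mean sample inhibition plus 3 SD, cut at about 24% in these data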;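 also: 0% = DMSO plus EC80 ATP and 100% = DMSO alone without ATP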
# CHO-K1 Ca ag = counter-screen for M1 agonists: effect in parental CHO-K1 cells; 0.48% of 360,000 active; Fluo-8 calcium fluorescence; scaled to maximal ATP response, vehicle zero; activation, % at 3 µM; in the data active = activation above about 15%;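 also: untransfected CHO-K1 host cells lacking M1 receptor as counterscreen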
# M1 antag = human M1 muscarinic receptor antagonists, primary screen, CHO-K1 cells, Fluo-8 calcium fluorescence, 1536-well; AID 588852, 2011; CHO-K1 hM1, ACh EC80 antagonist; inhibition, % at 3 µM; Muscarinic acetylcholine receptor M1 (Homo sapiens), P11229; 1.3% of 360,000 active;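 active = percent inhibition above its own plate's cutoff, namely the mean of that plate's compound wells plus 3 SD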;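 also: peak over basal fluorescence ratio during 140 s after agonist addition; 0% = ACh EC80 plus DMSO and 100% = DMSO alone without agonist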
# M4 ag = human M4 muscarinic receptor agonists, primary screen, CHO-K1 cells, Fluo-8 calcium fluorescence; CHO-K1 hM4/Gqi5; vehicle 0%, full acetylcholine response 100%; activation, % at 3 µM; 0.14% of 360,000 active; AID 624127, 2012;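 active = activation above the run mean over all test wells plus 3 SD, cut at about 32% in these data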;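 also: peak over basal fluorescence ratio per well then scaled between controls; 0% = DMSO wells and 100% = acetylcholine at EC100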
# Target sequence (P08173 whole entry, looked up): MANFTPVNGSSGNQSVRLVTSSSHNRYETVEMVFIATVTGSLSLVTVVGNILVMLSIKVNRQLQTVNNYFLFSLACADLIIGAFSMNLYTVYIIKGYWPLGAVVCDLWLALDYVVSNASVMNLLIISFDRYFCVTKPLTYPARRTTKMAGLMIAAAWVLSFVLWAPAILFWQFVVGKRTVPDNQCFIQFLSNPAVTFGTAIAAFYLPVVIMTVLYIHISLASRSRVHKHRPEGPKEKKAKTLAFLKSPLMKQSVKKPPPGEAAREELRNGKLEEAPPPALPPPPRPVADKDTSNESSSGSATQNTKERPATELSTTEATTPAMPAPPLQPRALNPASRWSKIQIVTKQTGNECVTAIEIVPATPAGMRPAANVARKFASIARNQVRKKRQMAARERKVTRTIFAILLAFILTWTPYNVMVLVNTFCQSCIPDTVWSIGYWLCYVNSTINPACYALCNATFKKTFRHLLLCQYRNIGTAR
# M4 antag = human M4 muscarinic receptor antagonists, primary screen, CHO cells, Fluo-8 calcium fluorescence; Muscarinic acetylcholine receptor M4 (Homo sapiens), P08173; CHO-hM4 cells, ACh EC80; inhibition, % at 3 µM; 0.73% of 360,000 active;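 active = inhibition above its plate's cutoff, the mean inhibition of sample wells plus 3 SD, cut at about 27% in these data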;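 also: 0% = acetylcholine EC80 with DMSO and 100% = DMSO without agonist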
# * hit, by the source's call; / = no result given.
SMILES,M1 PAM,CHO parental Ca,CHRM1 agonist,OXTR potentiator,CHO-K1 Ca antag,CHO-K1 Ca ag,M1 antag,M4 ag,M4 antag
CCC(=NC)C1=C(O)CC(c2ccccc2)CC1=O (stereo not given),4,5,-5,0,-7,0.4,-11,0,4
NC(N)=NCCCC(NC(=O)c1ccccc1)C(=O)Nc1ccc2ccccc2c1 (stereo not given),-7,-1,-8,-2,-3,0.3,-19,0,-5
CC1CCC2(CC1)NC(=O)N(CC(=O)NC(=O)NC1CCCC1)C2=O (stereo not given),5,-12,-3,-5,-23,0.5,-9,0,1
COc1ccc(C(=O)NCCNC(=O)c2cnccn2)cc1,6,-5,-1,5,-17,1.8,-4,1,-1
O=C(OCC(=O)c1c[nH]c2ccccc12)c1cccc(O)c1,-2,1,0,-12,-5,5.7,8,13,4
O=C(c1ccco1)c1cn(CC(=O)N2CCCCCC2)c2ccccc12,8,-18,-5,-1,-6,0.7,-3,3,-3
O=c1[nH]nc(CSCc2ccccc2Cl)[nH]1,4,6,-3,1,-16,1.0,-2,1,3
COCCn1c(N)c(NCc2ccccc2)c(=O)n(CC(=O)Nc2cc(C)ccc2C)c1=O,2,-28,0,-9,2,2.6,-4,6,5
CCc1ccc(N2CC(C(=O)OC)CC2=O)cc1 (stereo not given),8,2,-4,-10,-20,0.7,-3,1,-6
CC(=O)Oc1ccc2ccc3ccc(C(C)=O)cc3c2c1,16,/,0,/,0,-0.3,-16,2,-2
COc1ccc2oc(=O)cc(-c3cc4ccccc4o3)c2c1,2,-43,-2,-19,12,-0.3,16,1,-3
COc1ccc(-c2ccc(C(=O)NCc3ccccc3)c3occc23)c(C)c1,-3,/,-4,/,-7,1.1,4,0,-2
O=C1NC[C@@H](Cc2cccc3ccccc23)N(CC2CCCCC2)C1=O,4,7,-5,-2,-9,-0.8,-2,1,-1
COc1ccc(-n2c(=S)[nH]c3cc(C(=O)NCCCN4CCCC4=O)ccc3c2=O)c(OC)c1,0,-8,-5,4,-4,0.4,3,0,6
COc1cc2c(cc1NC(=O)COC(=O)/C=C/c1ccc([N+](=O)[O-])cc1)oc1ccccc12,-2,6,-3,-3,-7,0.0,-5,1,-6
COc1ccc(N2CCN(C(=O)CCc3nc(-c4ccc(C)cc4)no3)CC2)cc1,-7,-14,0,-5,10,-0.1,29,1,1
CC(=O)c1cccc(NC(=O)COC(=O)COc2c(Cl)cc(Cl)c3ccc(C)nc23)c1,2,-9,-1,3,-11,0.7,-3,1,-4
Cc1ccc(C(=O)Oc2ccc3ccc(=O)oc3c2)cc1,3,-8,-5,-5,-2,0.3,-16,0,4
CCc1nc2c(c(=O)c3ccccc3n2C)c(=O)n1-c1ccc(F)cc1,2,-15,-14,-4,0,11,-3,0,0
COc1ccc2cc(CCN3C(=O)c4ccccc4C3=O)c(=O)[nH]c2c1,3,-4,-1,-4,-7,0.6,-12,2,-8
Cc1cccc(NC(=O)N(C)Cc2cccs2)c1,-1,0,0,-4,12,1.1,-6,0,-6
CCSc1nc(O)c(C2OC(=O)c3c2ccc(OC)c3OC)c(=O)n1-c1ccccc1 (stereo not given),8,4,-3,-17,-1,0.1,-9,1,-7
Cc1nc(-c2cccc(S(=O)(=O)N3CC(C)CC(C)C3)c2)cs1 (stereo not given),0,14,-5,-8,-4,-0.2,-1,-2,4
CNC(=S)N1CCN(c2cccc(OC)c2)CC1,7,-15,-5,-1,-4,-0.2,-8,2,33*
Cc1cc(C)c(C#N)c(SCCS(=O)(=O)Cc2ccccc2)n1,11,-15,-3,-8,-20,1.0,-9,1,2
# Other structures.
SMILES,M1 PAM,CHO parental Ca,CHRM1 agonist,OXTR potentiator,CHO-K1 Ca antag,CHO-K1 Ca ag,M1 antag,M4 ag,M4 antag
COc1cc(/C=C/C(=O)Nc2nnc(C(C)(C)C)s2)cc(OC)c1OC,-5,-14,0,-10,10,1.6,7,7,2
O=C(N/N=C/c1ccc([N+](=O)[O-])cc1)c1cc(C2CC2)nc2ccccc12,-7,-18,-2,-7,2,2.6,8,2,2
COc1ccc(CC2C(=O)OC(C)(C)OC2=O)c(Cl)c1OC,2,-11,-1,-7,-4,0.4,-4,1,-3
Cc1cc(C)nc(NC2=NCC(=O)N2c2ccccc2)n1,2,6,-3,-1,4,-0.2,-14,1,3
Cc1cc(C(F)F)n2nc(C(=O)Nc3cccc(S(=O)(=O)N4CCOCC4)c3)nc2n1,1,0,-4,3,11,0.1,18,2,-9
COc1ccc(C(=O)OCCc2sc[n+](CC(=O)c3ccccc3)c2C)cc1,-32,-19,-11,-7,1,0.5,69*,1,2
COc1ccc(-n2c(COc3ccc(C)cc3)nnc2SCc2ccc(C#N)cc2)cc1,-3,-7,-3,-10,-7,-0.2,-3,0,8
CN1C(=O)[C@H]2[C@@H](C3CC3)N3C(=O)CN(Cc4ccccn4)C(=O)[C@@]3(Cc3ccccc3)[C@H]2C1=O,7,-15,-2,-6,7,1.6,2,1,-1
N#CC1C(C#N)N2CCCN2C1c1ccc(Cl)cc1 (stereo not given),2,-12,-3,-3,-8,0.1,-19,0,2
COc1cc(-c2cc(=O)c3c(O)c(OC)c(OC)c(O)c3o2)ccc1O,-1,-3,-6,0,-5,0.5,-5,2,-10
O=C(Cn1nnc(-c2ccccc2NC(=O)c2ccccc2F)n1)NCc1ccco1,-3,-6,-3,-4,-14,0.9,4,2,-6
CCN(CC)S(=O)(=O)c1cccc(-c2nnc(SCC(=O)c3cc(C)n(C4CC4)c3C)o2)c1,1,-5,-2,-18,-16,0.3,-4,0,0
O=C(c1ccccc1)N1CCN(C(=O)C2CC2)CC1,-1,2,-4,-2,-5,1.2,1,3,10
O=C(COC(=O)COc1ccccc1[N+](=O)[O-])Nc1ccc2c(c1)OCO2,7,-3,0,2,-3,-0.4,-13,3,-10
COc1cc(C2c3[nH]c4ccccc4c3CCN2Cc2cn(C)nc2C)ccc1F (stereo not given),-4,-24,-15,-7,-10,1.4,-7,4,-13
COc1ccc(CNC(=O)CSc2nc3cccnc3s2)cc1,1,-17,-3,-9,2,0.5,-3,0,2
CC(=O)C1C(=O)CC(C)(O)C(C(C)=O)C1c1ccccc1 (stereo not given),3,-13,4,-2,13,-0.2,3,1,-8
COC(=O)Nc1ccc(=O)n(Cc2c(Cl)cccc2Cl)c1,10,-12,-3,0,-4,0.6,-9,0,9
Cc1ccc(C2=NN=C(NC(=O)C(F)(F)F)SC2)cc1,8,/,-5,/,-17,-0.3,-3,1,7
O=C(NCC(=O)N1CCN(c2ccccc2O)CC1)c1ccco1,13,6,2,3,4,0.4,-25,-2,-17
Cc1ccc(C)c(N(CC(=O)NC2CCCC2)C(=O)c2csnn2)c1,-2,-6,0,-1,-9,1.0,-2,0,1
COc1ccc(/C=N/NC(=O)c2ccn[nH]2)cc1COc1ccc(Cl)cc1Cl,14,-30,15,-8,-13,0.2,8,1,4
Cc1cc(C(=O)Nc2ccc3ccccc3c2)oc1C,1,-4,-8,-5,-9,-0.7,-4,1,-15
CC(O)Cn1c(=O)c2c(nc(Br)n2Cc2ccccc2)n(C)c1=O (stereo not given),6,-10,0,4,17,0.5,-12,3,0
COc1cc(OC)c(C(=O)OCC(=O)NCC2CCCCC2)cc1OC,0,/,-4,/,-1,0.7,3,1,3

# Ordered by formula weight (highest first): four of the compounds above.
SMILES,M1 PAM,CHO parental Ca,CHRM1 agonist,OXTR potentiator,CHO-K1 Ca antag,CHO-K1 Ca ag,M1 antag,M4 ag,M4 antag
NC(N)=NCCCC(NC(=O)c1ccccc1)C(=O)Nc1ccc2ccccc2c1 (stereo not given),-7,-1,-8,-2,-3,0.3,-19,0,-5
COc1ccc2cc(CCN3C(=O)c4ccccc4C3=O)c(=O)[nH]c2c1,3,-4,-1,-4,-7,0.6,-12,2,-8
COc1ccc(CNC(=O)CSc2nc3cccnc3s2)cc1,1,-17,-3,-9,2,0.5,-3,0,2
CCC(=NC)C1=C(O)CC(c2ccccc2)CC1=O (stereo not given),4,5,-5,0,-7,0.4,-11,0,4

# Next section
SMILES,M1 PAM,CHO parental Ca,CHRM1 agonist,OXTR potentiator,CHO-K1 Ca antag,CHO-K1 Ca ag,M1 antag,M4 ag,M4 antag
CCOC(=O)C1(Cc2ccc(Cl)cc2)CCN(C(=O)C2=NNC(=O)CC2)CC1,10,-21,-8,-4,-5,1.4,-12,4,-9
COc1ccc(NC(=O)/C=C/c2c(Cl)nc3ccccn23)cc1,3,-28,-7,-9,1,1.0,-3,3,2
CCC(=O)NC(c1ccco1)c1cc(Cl)c2ccccc2c1O (stereo not given),0,-16,-6,-4,-14,0.1,2,1,-10
CS(=O)(=O)N1CCN(c2ccccc2NC(=O)c2ccc(-c3ccc(Cl)cc3Cl)o2)CC1,11,-25,-2,-5,-14,0.2,-3,4,5
CCN1CC(CN(C)Cc2nc(COc3ccccc3)no2)CC1=O (stereo not given),11,-42,-3,-12,13,4.8,-8,1,-3
Cc1cccc(C(=O)NC2CCN(C(=O)NCc3ccccc3)CC2)c1,4,7,-5,-1,-7,0.8,-9,1,-5

# Structures shown so far that have an aryl thioether with sulfur outside any ring (five):
SMILES,M1 PAM,CHO parental Ca,CHRM1 agonist,OXTR potentiator,CHO-K1 Ca antag,CHO-K1 Ca ag,M1 antag,M4 ag,M4 antag
CCSc1nc(O)c(C2OC(=O)c3c2ccc(OC)c3OC)c(=O)n1-c1ccccc1 (stereo not given),8,4,-3,-17,-1,0.1,-9,1,-7
Cc1cc(C)c(C#N)c(SCCS(=O)(=O)Cc2ccccc2)n1,11,-15,-3,-8,-20,1.0,-9,1,2
COc1ccc(-n2c(COc3ccc(C)cc3)nnc2SCc2ccc(C#N)cc2)cc1,-3,-7,-3,-10,-7,-0.2,-3,0,8
CCN(CC)S(=O)(=O)c1cccc(-c2nnc(SCC(=O)c3cc(C)n(C4CC4)c3C)o2)c1,1,-5,-2,-18,-16,0.3,-4,0,0
COc1ccc(CNC(=O)CSc2nc3cccnc3s2)cc1,1,-17,-3,-9,2,0.5,-3,0,2
